West Nile antiviral: West Nile virus antiviral activity, cell-based, CPE readout (AID 1621); West Nile virus-infected cells, CPE inhibition; higher % means a stronger effect; CPE inhibition, % at 10 µM; hits with a dose series show IC50 in µM; 0.02% of 290,000 active; in the data active = a potency from the dose series; inconclusive = CPE inhibition mostly from about 3.7% at the one dose, without a potency; inactive = the rest, 99 in 100 with CPE inhibition below about 2.2%; also: strong numbers were not always called active
Yfh1-off respiration: mitochondrial function rescue without frataxin homolog – Friedreich's ataxia, plus single-dose screen, dose response (AID 1465). S. cerevisiae Yfh1-off respiration, WST-1 reduction, 72 h; higher fold induction means a stronger effect. fold induction at 50 µM, or EC50 in µM where a hit was titrated. 0.074% of 220,000 active;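 active = fold induction of absorbance versus untreated yeast above a set limit, then at least 30% activation at any dose in follow-up; inconclusive = repeats straddling the limit, or above it without dose testing; inactive = fold induction below the set limit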;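 also: activators that raise dye reduction in frataxin-depleted yeast; strong numbers were not always called active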
HIV fusion peptide: cell-free HIV fusion peptide-binding blockers – biochemical, uHTS, fluorescence dequenching, primary screen (AID 1986); 0.3% of 290,000 active; one-dose inhibition, % at 20 µM; IC50 in µM for titrated hits; cell-free peptide binding, fluorescence dequenching, 30 min; higher % means a stronger effect; in the data active = inhibition mostly above about 52%, no sharp cut-off; inactive = mostly below about 76%; also: some results filed as inactive read as strong as hits
HEK293 NOD2/NF-kB: NOD2 signaling inhibitors, cell-based, luminescence, uHTS, HEK293 (AID 1566); HEK293 NOD2/NF-kB luciferase reporter, luminescence; higher % means a stronger effect; inhibition, % at 4 µM, or EC50 in µM where a hit was titrated; 0.63% of 290,000 active; also: many of its hits are not listed in these tables
KOR beta-arrestin-1: kappa opioid receptor activators – cell-based, luminescence, uHTS, primary screen (AID 1777) | KOR beta-arrestin recruitment, luminescence; higher % means a stronger effect | one-dose activation, % at 10 µM; EC50 in µM for titrated hits | 0.02% of 280,000 active; in the data active = activation above about 50%, passing the limit was not always enough; also: a part of the inactive calls stands beside numbers as strong as those of hits
AID2073: disruptors of CaV2.2 binding to Mint1 – biochemical, HTRF (AID 2073); HTRF protein-protein interaction, Mint1-CaV2.2; higher % means a stronger effect; inhibition, % at 20 µM, or IC50 in µM where a hit was titrated; 0.19% of 290,000 active; in the data active = inhibition mostly above about 51%, no sharp cut-off; inconclusive = no clear call, values can overlap the other calls; inactive = mostly below about 53%; also: some results filed as inactive read as strong as hits
NS5 inhibitors: flavivirus cap methylation enzyme inhibition – biochemical, confirmation dose response, primary screen (AID 588689); 0.3% of 340,000 active; Dengue-2 NS5 methyltransferase capping enzyme assay, biochemical; higher % means a stronger effect; inhibition, % at 25 µM; hits with a dose series show IC50 in µM; in the data active = a potency from the dose series; inconclusive = inhibition above about 29% without an active follow-up result
NOD1 inhibition: NOD1 signaling inhibitors, primary screen, cell-based, luminescence, uHTS (AID 1578) | NOD1-driven NF-kB luciferase reporter cells, luminescence; higher % means a stronger effect | inhibition, % at 4 µM, or EC50 in µM where a hit was titrated | 1% of 290,000 active; in the data active = inhibition mostly above about 36%, no sharp cut-off; inactive = mostly below about 34%;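 also: HEK-293T reporter cells stimulated with the NOD1 agonist gamma-tri-DAP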
KOR beta-arrestin-2: kappa opioid receptor blockers – cell-based, luminescence, uHTS (AID 1778). KOR beta-arrestin recruitment, luminescence, antagonist mode; higher % means a stronger effect. inhibition, % at 10 µM, or IC50 in µM where a hit was titrated. 0.091% of 290,000 active; also: strong numbers were not always called active
NS5 inhibitors pilot replicate: further read-out of NS5 inhibitors, marked with its call; inhibition, %; measured here: pilot screen replicate inhibition
* = called active by the depositor; i = inactive; ? = inconclusive; / = no result given; [ ] = dose if it differs, or a comment. Rule as the data show it, unless noted: active = inhibition above about 50%; inactive = the rest. This is a subset, so the mix of outcomes need not match the whole.

A first look:
SMILES | West Nile antiviral | Yfh1-off respiration | HIV fusion peptide | HEK293 NOD2/NF-kB | KOR beta-arrestin-1 | AID2073 | NS5 inhibitors | NOD1 inhibition | KOR beta-arrestin-2 | others
CCn1cc(S(=O)(=O)c2ccccc2)c(=O)c2cc(F)c(N3CCN(C)CC3)cc21 | -0.3% | / | -1.2% | 23% | 6.3% | 16% | 2% | -3% | 4%
Cc1onc(-c2c(F)cccc2Cl)c1C(=O)Nc1sc2c(c1C#N)CCC(C(C)(C)C)C2 (configuration not stated) | -0.8% | i | 8.4% | 18% | 0.5% | 0% | -10% | 15% | 21%
NC1=NC(=O)CC(C(=O)NCc2ccccc2)S1 (configuration not stated) | 0.1% | i | 1.8% | 8% | -0.4% | 10% | -2% | 2% | 16%
CCOC(=O)N1CCC(NC(=O)Cc2ccccc2)CC1 | 0.5% | / | 0.2% | -2% | -2.8% | 1% | / | -16% | -38%[20 µM]

The list itself, from the start:
SMILES | West Nile antiviral | Yfh1-off respiration | HIV fusion peptide | HEK293 NOD2/NF-kB | KOR beta-arrestin-1 | AID2073 | NS5 inhibitors | NOD1 inhibition | KOR beta-arrestin-2 | others
CCn1cc(S(=O)(=O)c2ccccc2)c(=O)c2cc(F)c(N3CCN(C)CC3)cc21 | -0.3% | / | -1.2% | 23% | 6.3% | 16% | 2% | -3% | 4%
Cc1onc(-c2c(F)cccc2Cl)c1C(=O)Nc1sc2c(c1C#N)CCC(C(C)(C)C)C2 (configuration not stated) | -0.8% | i | 8.4% | 18% | 0.5% | 0% | -10% | 15% | 21%
NC1=NC(=O)CC(C(=O)NCc2ccccc2)S1 (configuration not stated) | 0.1% | i | 1.8% | 8% | -0.4% | 10% | -2% | 2% | 16%
CCOC(=O)N1CCC(NC(=O)Cc2ccccc2)CC1 | 0.5% | / | 0.2% | -2% | -2.8% | 1% | / | -16% | -38%[20 µM]
CCc1ccccc1N=C1S/C(=C/c2ccccc2OCC(=O)N2CCOCC2)C(=O)N1C | -1.1% | i | -1.6% | 10% | 2.5% | -5% | -10% | -23% | 13%
O=C(Nc1nc2ccc(C(=O)N3CCCCC3)cc2s1)C1CCCCC1 | -0.6% | i | 1.6% | -44% | -5.2% | -1% | 0% | -28% | -67%
Cc1c(NC(=O)COC(=O)c2ccccc2Cl)c(=O)n(-c2ccccc2)n1C | -0.1% | i | 0.5% | 2% | -7.3% | -2% | -8% | -38% | -38%
Cc1cc(C)n(CCC(=O)N/N=C/c2ccc(Br)c([N+](=O)[O-])c2)n1 | 0.3% | i | -0.4% | 13% | -0.5% | 7% | -7% | 2% | 20%
CCCNS(=O)(=O)c1cccc(C(=O)OCc2cc(=O)oc3cc(OC)ccc23)c1 | 1.8% | / | -0.2% | -1% | 1.9% | 29% | -6% | -21% | -170%
O=C(/C=C/c1cccs1)Nc1ccc(S(=O)(=O)Nc2ncccn2)cc1 | 0.2% | i | 2.5% | 17% | 4.1% | 17% | -11% | -4% | -3%
CCCOc1ccc(C(=O)NC(=S)Nc2nc3ccc(C)cc3s2)cc1 | 0.1% | i | 4.3% | -12% | 0.6% | 3% | / | 10% | -2%
c1ccc(-c2cn(C[C@H]3CC[C@@H]([C@@H]4CC[C@H](Cn5cc(-c6ccccn6)nn5)O4)O3)nn2)nc1 | -0.5% | / | -1.7% | 7% | -4.3% | 6% | -1% | 30% | -24%[20 µM]
C=CCn1c(COc2cccc(C)c2C)nnc1SCC(=O)N1CCN(c2ccccc2)CC1 | -1.1% | i | -1.7% | 17% | 3.3% | 8% | -4% | 10% | 12%
O=C(CCN1CCOCC1)NC12CC3CC(CC(C3)C1)C2 | 0.1% | / | -0.8% | 20% | 0.3% | 7% | -11% | 3% | 11%
COc1cc(C(=O)Nc2ccc(S(=O)(=O)Nc3cnc4ccccc4n3)cc2)cc(OC)c1OC | -0.1% | / | 6.8% | -2% | 3.9% | 1% | 2% | -17% | -14%
CCC(C)n1c(-c2cc(OC)c(OC)c(OC)c2)nc2nc3ccccc3nc21 (configuration not stated) | / | / | -2.9% | -3% | -0.7% | 17% | / | 5% | -12%
COC(=O)c1cc(S(=O)(=O)Nc2cccc(OC)c2)cn1C | -0.8% | / | 1.4% | 26% | / | -16% | -3% | -2% | -46%[20 µM]
COc1ccc(S(=O)(=O)NCCCN2CCOCC2)c2ccccc12 | 1.1% | i | -2.5% | 16% | -1.8% | -6% | -3% | -4% | -8%
COc1ccc(C(=O)Nc2ccc(S(=O)(=O)Nc3cc(C)nc(C)n3)cc2)cc1OC | -0.1% | i | -1.1% | 4% | 2.2% | 0% | -6% | 14% | -30%
CCCCCn1c(CN2CCN(C(=O)OCC)CC2)nc2c1c(=O)[nH]c(=O)n2C | -0.2% | i | 1.0% | 5% | -1.3% | 1% | -3% | -28% | 19%

The list goes on, overlapping the part above by 2 compounds.
SMILES | West Nile antiviral | Yfh1-off respiration | HIV fusion peptide | HEK293 NOD2/NF-kB | KOR beta-arrestin-1 | AID2073 | NS5 inhibitors | NOD1 inhibition | KOR beta-arrestin-2 | others
COc1ccc(C(=O)Nc2ccc(S(=O)(=O)Nc3cc(C)nc(C)n3)cc2)cc1OC | -0.1% | i | -1.1% | 4% | 2.2% | 0% | -6% | 14% | -30%
CCCCCn1c(CN2CCN(C(=O)OCC)CC2)nc2c1c(=O)[nH]c(=O)n2C | -0.2% | i | 1.0% | 5% | -1.3% | 1% | -3% | -28% | 19%
O=C(NNc1ccc(Cl)cc1)C1CCC1 | 0.4% | i | -3.8% | -27% | -1.5% | -6% | 4% | -3% | -7%
Cc1ccnc(NC(=O)c2ccco2)n1 | 0.0% | i | -1.2% | 1% | -0.5% | 21% | 2% | -8% | -3%[20 µM]
CC1(C)CC2CC(C)(CN2C(=O)CN2C(=O)c3ccccc3C2=O)C1 (configuration not stated) | -0.1% | i | 0.0% | -13% | -1.3% | 3% | -18% | -8% | 22%
CC(C)c1ccc(-c2noc(C3CCCN(S(C)(=O)=O)C3)n2)cc1 (configuration not stated) | -0.9% | i | -1.7% | 14% | 0.1% | 12% | -5% | -11% | 9%
O=C(COc1ccc(Cl)cc1)N1CCCC1 | -0.5% | i | 2.5% | 2% | 2.3% | 5% | 4% | -18% | -51%
CCC(=O)Nc1cccc(-c2nc3ccc(C)cc3o2)c1 | -0.8% | / | -0.8% | -137% | -4.9% | 11% | 1% | -64% | -18%
COc1ccccc1N1CCN(C(=O)c2cc3c(=O)n(C)c4ccccc4c3n2C)CC1 | -0.2% | i | -0.1% | 1% | 4.2% | 4% | -1% | 6% | 7%
CN(Cc1c(O)ccc2c1oc(=O)c1ccccc12)C1CCCCC1 | -1.0% | i | -4.1% | 7% | -5.6% | 49% | 31% | -15% | -1%
O=C(C1CCCN(c2ncccn2)C1)N1CCc2ccccc21 (configuration not stated) | 0.4% | i | 4.0% | 16% | -6.9% | 9% | -2% | -11% | -3%
CCNc1ccc(C(=O)OCC)cc1NC(=O)c1cccc(S(=O)(=O)N2CCOCC2)c1 | -0.2% | i | -2.2% | 16% | -1.6% | -4% | -6% | -9% | 9%
O=C(NNC(=O)C(c1ccccc1)c1ccccc1)c1ccccn1 | ? | i | 0.1% | -50% | -2.0% | -1% | -2% | 44% | 18µM*
Cc1ccc(NC(=O)CCC(=O)NNC(=O)NC2CCCCC2)c(C)c1 | 0.8% | i | 1.1% | 11% | -2.8% | 1% | -7% | -23% | -2%[20 µM]
c1ccc(-n2nnnc2Oc2cccc3cccnc23)cc1 | -0.6% | i | -0.5% | 8% | -1.7% | -7% | -6% | -2% | 6%
COCCn1c(SCC(=O)N2CCCCCC2)nnc1-c1ccco1 | -0.5% | / | 1.4% | 0% | 0.6% | -2% | -2% | -27% | -20%
C/C(=N\NC(=O)CNC(=O)c1ccccc1Br)c1ccco1 | 0.1% | / | 0.7% | -19% | -2.4% | -4% | -3% | -38% | -17%
Cc1ccc(C(=O)NC(NC(=S)Nc2ccc(S(N)(=O)=O)cc2)C(Cl)(Cl)Cl)cc1 (configuration not stated) | 0.8% | i | -1.1% | -31% | -1.1% | 2% | -6% | -10% | 7%
CCOc1nc(-c2ccc(Cl)cc2Cl)ccc1C#N | 0.2% | i | -0.4% | -3% | -3.8% | 8% | -6% | -11% | -47%
COCCCNC(=O)C1CCN(c2ccc(N3CCOCC3)nn2)CC1 | 0.3% | i | 0.2% | -5% | 1.5% | 11% | -5% | 1% | -2%
C/C(=N/NC(=O)c1cc2ccccc2cc1O)c1ccco1 | 0.1% | / | 39% | -36% | -0.2% | 26% | -12% | -59% | 17%
Cc1c(NC(=O)c2ccc(Cl)nc2)cccc1-c1nc2cccnc2s1 | 0.3% | i | -0.1% | 28% | / | 21% | -15% | 1% | -30%
O=C(Cc1ccccc1F)Nc1ccc(S(=O)(=O)N2CCCCC2)cc1 | 0.1% | / | 0.4% | -6% | 11% | 8% | 0% | 14% | 4%
COCCCNC(=O)c1ccc(CS(=O)(=O)c2cccc(C(F)(F)F)c2)o1 | -0.3% | / | -1.7% | 26% | -3.9% | 4% | -1% | 5% | 39%
COC(=O)Nc1ccccc1C(=O)N1CCCCC1 | -0.1% | i | 0.8% | -4% | 1.7% | 2% | 0% | 2% | -14% | NS5 inhibitors pilot replicate=2.7
CC(C)(C)NC(=O)C1Cc2ccccc2CN1C(=O)Nc1cccc(Cl)c1 (configuration not stated) | -0.4% | i | -0.8% | 11% | -3.1% | 10% | 0% | 5% | 16%
O=c1cc2c(nn1Cc1cccc([N+](=O)[O-])c1)-c1ccccc1CC2 | -0.5% | i | -1.6% | 30% | -0.6% | -3% | -13% | 18% | 10%
O=C(CCc1nnc2ccc(N3CCCC3)nn12)Nc1cc(F)ccc1F | 0.8% | / | 0.0% | 5% | 11% | 2% | 4% | -10% | -41%
O=C(O)c1ccc(NCc2ccc3c(c2)OCO3)cc1 | 0.8% | i | 15% | 6% | -9.4% | 5% | -13% | 2% | 0%
CC(C)C(=O)Nc1ccc2c3c(cccc13)CC2 | -0.2% | i | 1.0% | 11% | -4.8% | 1% | 3% | -12% | 30%
COC(=O)c1sc(S(=O)(=O)NCC(=O)O)c(C(=O)OC)c1C | 0.2% | i | 1.7% | 1% | 0.5% | -1% | -6% | -26% | -30%
NC(=O)CSc1oc(-c2ccco2)nc1S(=O)(=O)c1ccccc1 | -0.7% | / | 0.9% | 6% | 6.4% | 4% | -3% | 3% | -32%
N#C/C(=C\c1cccnc1)C(=O)Nc1ccc(C(=O)O)cc1 | 0.4% | i | 1.8% | 19% | 0.0% | 5% | -5% | -17% | -11%
CC(=O)Nc1ccc(N(CC(=O)NC2CCCCC2)C(=O)Cn2nnc(-c3ccccc3)n2)cc1 | -0.4% | / | -0.4% | 8% | -8.0% | 6% | -3% | -17% | 14%
COc1ccc(OC)c(Cc2nnc(CCC(=O)N3CCCCCC3)o2)c1 | -0.1% | i | -1.1% | -52% | / | -2% | 0% | -48% | -26%[20 µM]
